HTT ATP protect: qHTS Multiplex Assay to Identify Dual Action Probes in a Cell Model of Huntington: Cytoprotection (ATP) | PC12 HTT-Q103 induced, cytoprotection, ATP luminescence, 40 h | 230,000 tested, 0.14% active | Potency, µM (series often up to 56.4 µM), without a hit: cytoprotection (ATP increase), usual class: activators;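 note: % of control where 0% means no effect; nearly all actives have a fitted effect of over 45% in size; toxic huntingtin expression switched on by the ecdysone agonist tebufenozide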
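Stable PC12 Q103-GFP cells in serum-supplemented, phenol red-free DMEM; induction by tebufenozide at 100 nM final; compound dose series; cell viability quantified luminescently from ATP.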
IMPase Li inh: qHTS Assay for Identifying the Cell-Membrane Permeable IMPase Inhibitors: Potentiation with Lithium. CHO-M1 cells, IP1 TR-FRET (IP-One), carbachol + lithium. 210,000 tested, 0.35% active. AID 1457, 2008. Potency, µM (top dose mostly 59.4 µM), without a hit: at the top dose activity, negative = IMPase inhibition, hits mostly inhibitors;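 note: IP1 builds up when IMPase is blocked and the TR-FRET signal falls; plate controls were basal vehicle for no effect and high inhibitor control for full effect; nearly all actives have a fitted effect of over 50% in size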
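CHO cells stably expressing M1 receptor (2000/well) were cultured 16–30 h, then exposed to compounds with a small lithium addition for 30 min at 37C. IP1 was measured by TR-FRET competition; AC50 from Hill fits.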
GAA inhib: qHTS Assay for Inhibitors of Human alpha-Glucosidase as a Potential Chaperone Treatment of Pompe Disease | 200,000 tested, 0.005% active | Potency, µM (top dose mostly 76.9 µM), inactives show top-dose activity change, negative = inhibition, hits mostly inhibitors | purified human GAA, 4-MU-alpha-glucoside fluorescence;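 note: plate controls were uninhibited enzyme wells for no effect and no-enzyme background for full effect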
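Compounds are titrated up to 77 uM against 4 nM human enzyme. Substrate 4-methylumbelliferyl-alpha-D-pyranoside (400 uM) reacts 20 min at room temperature in pH 5.0 buffer; liberated 4-methylumbelliferone is read at 440 nm.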
GAA glycogen mod: qHTS Assay for Inhibitors and Activators of Human alpha-Glucosidase Cleavage of Glycogen; Lysosomal alpha-glucosidase (Homo sapiens), P10253; recombinant GAA, glycogen substrate, Amplex Red glucose oxidase fluorescence; Potency, µM (highest dose often 76.4 µM), inactives show at the top dose activity change, negative = inhibition, actives largely listed as inhibitors; 300,000 tested, 0.38% active;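 note: 0% = full enzyme reaction and -100% = no-enzyme basal signal; the screen sought inhibitors and activators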
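Natural-substrate format: glycogen cleavage by 4 nM human enzyme, glucose read by Amplex Red coupling (Ex 573, Em 610 nm). Normalized to enzyme and no-enzyme controls.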
HTT aggregate: qHTS Multiplex Assay to Identify Dual Action Probes in a Cell Model of Huntington: Aggregate Formation (GFP); PC12 HttQ103-GFP aggregates, Acumen cytometry, 40 h; Potency, µM (titrated, usually from 46.1 µM), inactives show at the highest dose activity change, negative = inhibition, actives largely listed as inhibitors; 220,000 tested, 1.1% active; AID 1688, 2009; note: % is set by controls: 0 for no effect and ±100 for the full control effect; nearly all actives have a fitted effect of over 60% in size
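Aggregates are detected as GFP objects 1–25 µm with signal 6 STDEV over background in lysates of induced PC12 cells. These carry Huntingtin exon 1 with 103 glutamines fused to GFP under an ecdysone promoter; compounds titrated.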
GoLoco inh red: qHTS Assay for Inhibitors of RGS12 GoLoco Motif Activity (Red Fluorophore); 230,000 tested, 0.44% active; Gai1:RGS12 GoLoco peptide FP, rhodamine, 10 min; Guanine nucleotide-binding protein G(i) subunit alpha-1 (Homo sapiens), P63096; Potency, µM (series often up to 61.6 µM), inactives show at the top dose activity, negative = inhibition, hits mostly inhibitors; active = well fitted inhibition curve with a large enough effect, not every such curve was filed as active; inactive = no such curve, though single readings can be large or run the other way; note: % is set by controls: 0 for no effect and ±100 for the full control effect; nearly all actives have a fitted effect of over 30% in size; many of its hits are not listed in these tables
Target sequence (P63096 whole entry, looked up): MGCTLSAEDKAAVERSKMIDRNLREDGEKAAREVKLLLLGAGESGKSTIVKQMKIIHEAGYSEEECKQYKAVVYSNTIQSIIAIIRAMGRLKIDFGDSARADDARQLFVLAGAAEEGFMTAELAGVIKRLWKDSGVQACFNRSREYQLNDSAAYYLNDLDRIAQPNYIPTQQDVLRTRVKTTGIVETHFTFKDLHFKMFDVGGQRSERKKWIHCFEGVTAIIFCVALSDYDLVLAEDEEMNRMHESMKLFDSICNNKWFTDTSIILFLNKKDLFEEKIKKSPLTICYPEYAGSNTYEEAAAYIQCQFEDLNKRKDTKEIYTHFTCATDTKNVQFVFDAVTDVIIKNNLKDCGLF
GAA spleen mod: qHTS Assay for Inhibitors and Activators of Human alpha-Glucosidase From Spleen Homogenate; Lysosomal alpha-glucosidase (Homo sapiens), P10253; human spleen homogenate, 4-MU-alpha-glucoside fluorescence; Potency, µM (titrated, usually from 79.9 µM), for the others: at the highest dose activity change, negative = inhibition, hits mostly inhibitors; 240,000 tested, 0.006% active; AID 2112, 2009;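 note: 0% = enzyme with vehicle and -100% = no enzyme basal signal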
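Human spleen homogenate (1 ug) incubated with compounds and 1 mM 4-methylumbelliferyl-alpha-D-glucopyranoside in pH 5.0 citrate/phosphate buffer, 37 C, 40 min. Stopped at pH 10; 4-MU fluorescence (Ex 365/Em 440 nm); AC50 by Hill fit.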
* marks the source's active call; other numbers are inactive results; ? = inconclusive; · = not tested or not shown; & = joins results of further samples; [ ] = dose if it differs, or a comment. Unless noted, calls come from the whole dose curve; as a rule, active = well fitted curve in the direction sought with a large enough effect; inconclusive = small, poorly fitted or top-dose-only effect, or another doubt; inactive = no such curve, though single readings can be large; an effect the other way counts as inactive or inconclusive. Potency is the fitted concentration of half-maximal effect. These rows are one share of the data; count on the stated rates, not on these rows.

SMILES | HTT ATP protect | IMPase Li inh | GAA inhib | GAA glycogen mod | HTT aggregate | GoLoco inh red | GAA spleen mod
COc1ccc(-n2ccc(=O)c3c2CCCC3=O)cc1 | -1.0% | -19.3%[38.3 µM] | 2.6% | -11.6% | -15.6% | -0.3% | -1.8%
CCC(C)[C@H](NC(=O)NC1CCCc2ccccc21)C(=O)O (stereo partly drawn) | -17.6% | 1.1%[38.3 µM] | 3.4% | 2.7% | -7.1% | -1.9% | -21.7%
O=S1(=O)CCN2N=C(C34CC5CC(CC(C5)C3)C4)SC2=N1 | -3.6%[10 µM] | 5.8% | 0.7% | -0.1% | -10.1% | -3.2% | -4.6%
CC(/C=C1\SC(=S)N(c2ccc(C(=O)O)cc2)C1=O)=C\c1ccccc1 | -0.8%[10 µM] | · | · | 5.3% | 29.9%[9.22 µM] | -2.4% | -6.0%
COc1ccc(CC2(CO)CCN(Cc3cc4ccccc4o3)CC2)cc1 | -26.7% | · | ? | 0.1% | -19.3% | 8.3% | -3.6%
O=C(COc1ccc(Cl)cc1)Nc1ccccc1CO | -26.2% | · | -5.1% | 5.9% | 2.5% | · | -3.4%
C[N+](C)(CC#Cc1ccccc1)CC(=O)c1ccccc1 | -5.3%[10 µM] | 12.3% | 4.2% | 0.9% | -4.9% | 2.8% | 1.0%
Cc1cccn2cc(CNc3ccccc3)nc12 | -9.3%[0.074 µM] | 33.3%[activator][38.3 µM] | -2.9% | -15.1% | -6.2% | -3.2% | 3.9%
COc1cc(/C=C/C(=O)O)ccc1OCc1ccc([N+](=O)[O-])cc1 | · | -3.0% | -11.3% | 28.0% | 22.7% | 0.6% | 6.4%
COc1ccc(CNC(=O)COC(=O)c2ccc(OCc3c(C)noc3C)cc2)cc1OC | 21.0%[10 µM] | -2.7% | 1.2% | 1.4% | 7.5% | -14.7% | 10.2%

Reprinted from above, three compounds:
SMILES | HTT ATP protect | IMPase Li inh | GAA inhib | GAA glycogen mod | HTT aggregate | GoLoco inh red | GAA spleen mod
COc1ccc(-n2ccc(=O)c3c2CCCC3=O)cc1 | -1.0% | -19.3%[38.3 µM] | 2.6% | -11.6% | -15.6% | -0.3% | -1.8%
CCC(C)[C@H](NC(=O)NC1CCCc2ccccc21)C(=O)O (stereo partly drawn) | -17.6% | 1.1%[38.3 µM] | 3.4% | 2.7% | -7.1% | -1.9% | -21.7%
O=S1(=O)CCN2N=C(C34CC5CC(CC(C5)C3)C4)SC2=N1 | -3.6%[10 µM] | 5.8% | 0.7% | -0.1% | -10.1% | -3.2% | -4.6%

Next structures:
SMILES | HTT ATP protect | IMPase Li inh | GAA inhib | GAA glycogen mod | HTT aggregate | GoLoco inh red | GAA spleen mod
O=C(Cn1cccc1C(=O)c1ccccc1)NCCC1=CCCCC1 | -23.0% | 5.0% | 5.3% | 6.7% | 12.2% | -18.1% | -1.1%
C#CC[N+](C)(C)CCCCCCCCC | -0.9%[10 µM] | 6.6% | -0.4% | -2.7% | -0.9% | 0.6% | -6.5%
O=[N+]([O-])c1cccnc1N1CCC(c2cc(-c3ccc(Cl)cc3)n[nH]2)CC1 | -75.0%[inhibitor] | 11.1%[38.3 µM] | -14.5% | -8.3% | 6.2%[9.22 µM] | 5.4% | -3.5%
Cc1sc2nc(CSc3nnnn3-c3ccc(Cl)cc3)[nH]c(=O)c2c1C | 10.3%[10 µM] | 10.7% | 0.9% | 11.8% | 7.1% | 108.5%[activator] | -7.1%
CC(C(=O)NC1CCCc2ccccc21)N1CCN(Cc2ccc3c(c2)OCO3)CC1 (stereo not drawn) | -27.1% | 13.3%[38.3 µM] | -4.7% | 5.1% | -15.8% | 5.9% | -0.3%
CCOC(=O)C1CCN(C(=O)c2cc3cc(Br)ccc3oc2=O)CC1 | 18.8% | 6.1% | -7.2% | 17.7% | 15.5% | 9.4% | -5.7%
Cc1cc(C(=O)NNS(=O)(=O)c2ccc(F)cc2)nn1C(C)(C)C | 8.6%[10 µM] | · | 0.8% | -2.9% | 7.8%[9.22 µM] | 2.8% | 1.5%
O=C(Cc1ccc(-n2cccc2)cc1)N1CCc2ccccc21 | -0.8%[10 µM] | 3.0%[38.3 µM] | -5.3% | -1.8% | 23.4% | 12.7% | -3.4%
CCOc1cc(C(c2c(C)[nH][nH]c2=O)c2c(C)[nH][nH]c2=O)ccc1O | 11.8%[10 µM] | 6.4% | -2.9% | ? | -8.0% | -2.5% | -9.3%
C/C(=N\NC(=O)c1cccc(C)c1)c1cccc(NC(=O)c2ccco2)c1 | -37.0% | -3.4%[38.3 µM] | 2.1% | -9.4% | 13.6% | -16.9% | 4.7%
CCOC(=O)c1cc2sccc2n1CC(=O)O | 27.1% | -0.6%[38.3 µM] | 0.3% | 2.3% | -0.5% | 0.0% | -5.1%
COc1ccc(-c2nnc3sc(-c4cccs4)nn23)cc1OC | -24.4%[0.074 µM] | -1.3%[38.3 µM] | 2.4% | 2.5% | -0.1% | 6.1% | 0.4%
CCOC(=O)CSc1nnc(CSc2nc3sc4c(c3c(=O)[nH]2)CCC4)n1-c1ccccc1 | 10.6% | 5.8%[38.3 µM] | 0.8% | -5.9% | -7.9% | 10.9% | 8.4%
COc1cccc(CNC23CC4CC(CC(C4)C2)C3)c1OCc1ccccc1 | -25.6% | 17.7% | -1.3% | -8.8% | ? | 6.1% | -4.5%
CCOC(=O)CCSCC(=O)N1N=C(c2cccs2)CC1c1ccc(C)cc1 (stereo not drawn) | 12.2%[10 µM] | 1.7% | -1.5% | -7.2% | 1.8% | -3.0% | -8.6%
Cc1ccccc1Cn1nc(C)c(NC(=O)c2noc3c2CCc2ccccc2-3)c1C | -2.2% | 4.6%[38.3 µM] | -5.6% | -9.7% | ? | 8.2% | -8.8%
COc1ccc(CNC(=O)CN(c2cccc(OC)c2)S(C)(=O)=O)cc1 | -12.8% | -1.7%[38.3 µM] | -0.6% | 5.2% | 2.5% | 1.7% | -3.2%
Cc1cccc(N=C(NO)c2nonc2N)c1 | · | -3.3% | -6.2% | -0.4% | -14.9% | 11.0% | 0.0%
Cn1nc(C(=O)N2CCN(S(=O)(=O)c3ccccc3)CC2)c2ccccc2c1=O | -3.1% | -5.1%[38.3 µM] | ? | -14.6% | 9.4% | -26.9% | -10.4%
Cc1nc2ccccc2nc(C)c1=NO | -35.3% | 7.5%[38.3 µM] | 2.7% | -20.1% | -3.8% | 19.4% | -1.5%
COc1ccc(CCNS(=O)(=O)c2cnc(Cl)c(Br)c2)cc1OC | ? | · | · | -3.7% | 13.6%[9.22 µM] | 10.6% | -2.7%
CCCS(=O)(=O)c1c(S(=O)(=O)CCC)c2c(N)cccn2c1C(=O)c1ccc(F)cc1 | -17.3%[0.074 µM] | 13.1%[38.3 µM] | -5.5% | -22.2% | 15.4% | 26.1% | -15.1%
COc1cc(/C=N/N=C2/NC(=O)C(CC(=O)O)S2)ccc1OCc1ccc(Cl)cc1 (stereo not drawn) | -5.7%[10 µM] | -1.9% | 5.5% | -6.1% | -2.3% | -1.6% | 3.3%
O=C(NCC1CCCO1)c1cccs1 (stereo not drawn) | -6.3% | 4.6%[38.3 µM] | -1.6% | 4.5% | -0.5% | 4.2% | -3.0%
CC(=O)Nc1cccc(Oc2ccc3c(c2)C(=O)N(CCC(=O)O)C3=O)c1 | -7.6%[0.074 µM] | 19.6%[38.3 µM] | 2.8% | 2.4% | -15.9% | 5.4% | -1.2%
O=c1[nH]c2cc(C(F)(F)F)ccc2n1-c1cc(C(F)(F)F)ccc1O | -19.3% | 9.4%&-9.9%&-3.8% | · | · | · | 5.3%&4.9%&9.1% | 9.7%&2.3%&6.7%
Cc1csc(SCC(=O)c2cc(C)n(Cc3cccs3)c2C)n1 | -80.4%[inhibitor] | 14.0%[38.3 µM] | -3.5% | -0.3% | ? | 9.9% | -2.8%
c1ccc(Oc2nc(-c3cccnc3)nc3ccccc23)cc1 | 6.4%[10 µM] | · | · | -9.3% | -11.2%[9.22 µM] | 4.6% | 10.0%
Cc1nc(NCCNC(=O)c2ccco2)c2c(C)c(C)sc2n1 | 11.2% | 22.6%[38.3 µM] | -8.8% | -7.1% | -18.1% | -1.0% | -1.9%
CC1CCN(C(=O)CNC(=O)Cn2ccc3ccccc3c2=O)CC1 | -2.5% | -3.1%[38.3 µM] | -2.7%[15.4 µM] | -1.5% | -2.5% | 8.2% | 0.3%
CC1CC1C(=O)OCC(=O)Nc1cccc(S(=O)(=O)NC2=NCCCCC2)c1 (stereo not drawn) | -4.3%[10 µM] | · | · | -0.9% | 9.0%[9.22 µM] | 0.6% | 5.2%
Cc1cc2ncc(S(=O)(=O)C(C)(C)C)c(N)n2n1 | 18.9%[10 µM] | 4.2% | 2.0% | -21.0% | 5.7% | 8.1% | 2.9%
Cc1ccc(C(=O)CSc2nnc(-c3ccccc3)n2-c2ccccc2)o1 | 19.5%[0.074 µM] | 7.1% | -4.3% | -2.8% | -5.9% | -8.2% | -0.1%
COCCNC(=O)c1ccc(CS(=O)(=O)c2ccccc2)o1 | 5.9%[0.074 µM] | · | 0.4% | -3.6% | 4.9% | · | 8.0%
CCCCC(=O)Nc1ccc(C(=O)Nc2cc(C(F)(F)F)ccc2Cl)cc1 | -19.2%[10 µM] | -6.8% | -1.6% | 0.2% | 1.6% | -2.5% | -0.2%
Cc1ccc(OCC(=O)Nc2ccc(S(=O)(=O)Nc3ccccn3)cc2)c(C)c1 | 3.7%[10 µM] | 5.2% | -13.2% | -4.7% | -12.3% | 12.7% | -1.4%
COc1ccc(OCCCNCCc2ccccc2)cc1 | -0.7%[10 µM] | 13.5% | 3.3% | 12.5% | 20.9% | -4.6% | -7.7%
O=S(=O)(O)c1ccc(N=Nc2ccc3c(S(=O)(=O)O)cccc3c2O)c2ccccc12 | -12.4%[10 µM] | 9.0% | · | · | · | 126.7%[activator][14.2 µM] | ·
CCOC(=O)C1(Cc2ccc(Cl)cc2)CCN(Cc2cnc(N)nc2)CC1 | 27.5%[10 µM] | 1.0% | · | -9.8% | -0.8%[9.22 µM] | -1.6% | -2.1%
COc1ccccc1NC(=O)COc1ccc(/C=N/n2cnnc2)cc1OC | 2.2% | · | -0.9% | 7.4% | 10.4% | · | 7.1%
